Ins promoter up: insulin promoter activators in MIN6 cells, imaging, high-content screening, mouse beta cells | 0.3% of 190,000 active | z-score at 5 µM | AID 1625, 2009 | MIN6 insulin promoter-GFP reporter; active compounds read high;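 active = z-score above 3 at 5 µM with at least 500 cells counted in the well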
MT stabilize HCS: microtubule stabilizers in HeLa cells, primary screen, imaging, high-content imaging; HeLa tubulin immunostaining HCS, 24 h; share of cells brighter than vehicle mean+2SD; % tubulin-high responders, % at 10 µM; 0.83% of 200,000 active;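 active = plate Z-score above 3 for both tubulin-high and condensed-nucleus cell shares, with cell loss under 80%, at 10 µM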;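 note: anti alpha tubulin signal scored within the nucleus-defined area of each cell; some results filed as inactive read as strong as hits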
PMI inhibition: human PMI inhibitors, high substrate, primary screen, biochemical, fluorescence intensity, high mannose 6-phosphate (AID 1220); inhibition, % at 20 µM, or IC50 in µM where a hit was titrated; recombinant PMI enzyme, coupled fluorescence intensity; higher % means a stronger effect; Mannose-6-phosphate isomerase (Homo sapiens); 0.66% of 190,000 active
Dynein cargo inh: inhibitors of GR-EGFP nuclear translocation, primary screen, dynein cargo transport inhibitor project, imaging, high-content, 3617.4 mouse cells. 0.47% of 220,000 active. test concentration mostly 20 µM; stimulated with dexamethasone, 1 µM; active compounds read low. z-score, hits read low;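 active = plate z-score of nuclear minus cytoplasmic receptor signal below a set negative limit, without overly bright fluorescence or cell loss, cut at about -3.5 in these data, passing the limit was not always enough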;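 note: z-score of nuclear minus cytoplasmic ring GR-EGFP intensity difference per well; some compounds called inactive have numbers as strong as hits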
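Buffer or medium: Induction medium lacking tetracycline, stripped serum | Also added: Dexamethasone agonist, 1.0 µM final, for 30 min | Timing: 48 h induction, 1 h compound, 30 min dex at 37 °C | Detection: Formaldehyde fixation, Hoechst nuclear stain, 10x automated fluorescence imaging | Measure: Nuclear versus cytoplasmic GR-EGFP signal, averaged per well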
bCat nuc transl: modulators of beta-catenin nuclear translocation, primary screen, imaging, HeLa cells, immunofluorescence, high-content. 0.3% of 190,000 active. nuclear translocation activity, % at 5 µM. AID 1665, 2009;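 active = nuclear translocation activity above 50% at 5 µM, with a well cell count of 50 or more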;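 note: per-cell ratio of nuclear to cytoplasmic median beta-catenin stain intensity; plate controls were DMSO negative control for no effect and GSK-3 inhibitor IX positive control for full effect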
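assay system = human HeLa cells, endogenous beta-catenin | times = compound treatment 24 h, 37°C, 5% CO2 | detection = Anti-beta-catenin immunofluorescence on PFA-fixed, Triton-permeabilized cells, DAPI nuclei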
PMI inhibitors: inhibitors of human PMI, primary screen, biochemical, fluorescence intensity, coupled assay (AID 1209) | inhibition, % at 20 µM; hits with a dose series show IC50 in µM | Mannose-6-phosphate isomerase (Homo sapiens) | purified PMI enzyme, coupled fluorescence intensity; higher % means a stronger effect | 0.42% of 190,000 active;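 note: plate controls were DMSO vehicle for no effect and wells lacking substrate for full effect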
Autophagy HCS: autophagy modulators in MEF cells, primary screen, imaging, high-content, MEF GFP-LC3; MEF GFP-LC3 puncta imaging; test concentration mostly 10 µM; calls only at 10 µM (by protocol); 0.98% of 190,000 active;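 active = percentage of spot-positive cells more than 3 SD above its plate mean, without a fluorescence outlier flag or 80% toxicity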;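 note: spot-positive cell cutoff set from DMSO-treated cells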
WT yeast gro inh: growth inhibition of WT strain, primary screen, mitochondrial fusion inhibitor project, WT and mutant strains, chemical genetic. 2.1% of 190,000 active. mitochondrial fusion phenotypic screen. AID 1362, 2008. inhibition, % at 10 µM; in the data active = inhibition above about 58%; tested in S. cerevisiae
Yfh1-depleted yeast: enhancers of respiration in Yfh1-depleted yeast, dose response, Friedreich's ataxia, plus single-dose screen (AID 1465). S. cerevisiae Yfh1-off respiration, WST-1 reduction, 72 h; higher fold induction means a stronger effect. one-dose fold induction at 50 µM; EC50 in µM for titrated hits. 0.074% of 220,000 active;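 active = fold induction of absorbance versus untreated yeast above a set limit, then at least 30% activation at any dose in follow-up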;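 note: activators that raise dye reduction in frataxin-depleted yeast; strong numbers were not always called active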
WT yeast gro inh mutant strain: recorded beside WT yeast gro inh, whose call it bears; inhibition, %; mitochondrial fusion phenotypic screen, mutant strain inhibition
Dynein cargo inh cytoplasmic EGFP: second read-out of Dynein cargo inh, no call of its own (marks repeat the call); z-score; measured here: cytoplasmic GR-EGFP intensity; active compounds read high
Dynein cargo inh nuclear GR-EGFP: second read-out of Dynein cargo inh, no call of its own (marks repeat the call); z-score; measured here: nuclear GR-EGFP intensity;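 lower value marks the stronger effect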
Dynein cargo inh cell count: further read-out of Dynein cargo inh, marked with its call; z-score; measured here: cell count per field
Ins promoter up cell count: second read-out of Ins promoter up, no call of its own (marks repeat the call); cell count; measured here: cytotoxicity, nuclei count;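 total cells summed across four imaged fields per well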
bCat nuc transl cell count 5 µM: further read-out of bCat nuc transl, marked with its call; cell count; measured here: cell count, cytotoxicity flag
MT stabilize HCS Hoechst-high %: recorded beside MT stabilize HCS, whose call it bears; % Hoechst-high responders; measured here: nuclear condensation Hoechst responders;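 share of cells brighter than vehicle mean plus two SD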
MT stabilize HCS cytotoxicity %: second read-out of MT stabilize HCS, no call of its own (marks repeat the call); toxicity, %; measured here: cytotoxicity by cell density;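 0% = mean cell density of plate MIN control wells and 100% = no cells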
Autophagy HCS cell loss 18 h: second read-out of Autophagy HCS, no call of its own (marks repeat the call); toxicity, %; measured here: cell loss, nuclei count;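 cell loss after 18 h compound exposure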
The depositor's hits bear a star; i = inactive; . = no result given; & = joins results of further samples. Cut-off read from the data, not from the text of the source, unless noted: active = inhibition above about 50%; inactive = the rest.

Preview (two entries):
smiles	Dynein cargo inh cytoplasmic EGFP	bCat nuc transl cell count 5 µM	Dynein cargo inh nuclear GR-EGFP	MT stabilize HCS Hoechst-high %	PMI inhibition	Yfh1-depleted yeast	Autophagy HCS cell loss 18 h	Dynein cargo inh cell count	MT stabilize HCS	Autophagy HCS	Ins promoter up cell count	Ins promoter up	bCat nuc transl	WT yeast gro inh mutant strain	Dynein cargo inh	MT stabilize HCS cytotoxicity %	PMI inhibitors	WT yeast gro inh
COc1ccc(/C=N/NC(=O)C(=O)NCc2cccnc2)cc1	-0.22	.	1.1	1.7	-12%	i	-5	-1.3	1.2	i	1205	0.7	.	8	1.3	3.9	-2%	1
Cc1ccc(-c2noc(CCC(=O)NCc3ccco3)n2)cc1	-0.25	1140	-0.0097	1.5	-15%	i	4	0.21	3.4	i	893	0.91	-2.1	19	0.33	5.2	-17%	23

The listing, from the start:
smiles	Dynein cargo inh cytoplasmic EGFP	bCat nuc transl cell count 5 µM	Dynein cargo inh nuclear GR-EGFP	MT stabilize HCS Hoechst-high %	PMI inhibition	Yfh1-depleted yeast	Autophagy HCS cell loss 18 h	Dynein cargo inh cell count	MT stabilize HCS	Autophagy HCS	Ins promoter up cell count	Ins promoter up	bCat nuc transl	WT yeast gro inh mutant strain	Dynein cargo inh	MT stabilize HCS cytotoxicity %	PMI inhibitors	WT yeast gro inh
COc1ccc(/C=N/NC(=O)C(=O)NCc2cccnc2)cc1	-0.22	.	1.1	1.7	-12%	i	-5	-1.3	1.2	i	1205	0.7	.	8	1.3	3.9	-2%	1
Cc1ccc(-c2noc(CCC(=O)NCc3ccco3)n2)cc1	-0.25	1140	-0.0097	1.5	-15%	i	4	0.21	3.4	i	893	0.91	-2.1	19	0.33	5.2	-17%	23
COc1ccc(N=Nc2[nH]c3ccc(C)cc3c2O)cc1	-0.28	1147	-0.61	2.8	-20%	i	-4	0.18	1.5	i	1286	-0.29	-2.0	-19	-0.69	6.9	-31%	-10
COc1ccc(NC(=O)c2c(F)c(F)c(F)c(F)c2F)cc1Cl	-0.23	1163	-0.12	1.9	13%	i	8	0.092	2.9	i	1207	0.81	-1.1	-4	-0.38	3.6	21%	3
COCC(=O)N(Cc1cc2cc(OC)ccc2[nH]c1=O)c1ccccc1OC	0.99	936	0.47	1.3	15%	i	3	-0.37	3.7	i	1289	0.31	-3.4	1	0.57	8.3	8%	6
CCOC(=O)c1c(CN2CCOCC2)n(C)c2cc(Br)c(O)c(CN(C)C)c12	-0.24&-0.2	950	0.95&0.22	1.4&1.5	18%&11%	i	2&10	0.84&-0.031	3.7&5.2	i	972&804	-0.95&0.28	-0.2	10&-6	0.92&0.31	8.7&8.2	20%&-4%	-1&-7
CCNc1ccc(S(=O)(=O)N(C)C)cc1NCC(=O)Nc1ccc(F)c(Cl)c1	-0.23	512	0.33	3.1	7%	i	9	-0.89	2.3	i	919	-1.1	-1.2	-23	0.22	8.3	7%	-1
CCn1c(=O)c([N+](=O)[O-])c(NC2CCS(=O)(=O)C2)c2ccccc21 (stereo unspecified)	-0.22	1386	0.39	.	.	i	.	0.4	.	.	1051	-0.19	0.5	.	-0.0099	.	.	.
COc1ccc(N(CC(=O)N2CCCCC2)S(=O)(=O)c2ccccc2)c(OC)c1	-0.28	991	1.6	0.7	12%	i	-1	-0.51	1.9	i	1921	0.49	-1.0	-8	2	40	14%	-14
Cc1ccc(-c2nn(CCC(=O)Nc3cccnc3)c(=O)c3ccccc23)cc1	-0.1	1182	-0.16	.	.	i	.	0.21	.	.	1365	-0.68	-0.5	.	0.14	.	.	.
Cc1ccc(S(=O)(=O)Nc2cc(C(C)C)c(O)cc2C)cc1	-0.21	1525	0.58	1.9	50%	i	5	0.59	1.8	i	1316	0.39	1.6	-11	-0.49	2.9	28%	-14
COc1cccc(COCCN2CCN(S(=O)(=O)c3ccc(C)cc3)CCC2=O)c1	-0.28	.	0.39	1.7	2%	i	-3	0.1	2.4	i	1212	-0.24	.	-22	-0.12	3.9	8%	-16
COc1ccc(CCNC(=O)CN(C2CCCCC2)S(C)(=O)=O)cc1	-0.25	1019	-0.61	1.7	15%	i	1	-0.11	3.6	i	1263	0.94	-0.3	13	-0.46	2.7	13%	18
Cc1cc(C)n(C(=O)CCC2COc3ccccc3O2)n1 (stereo unspecified)	-0.0026	.	-0.75	2.6	3%	i	0	0.38	2.1	i	1303*	3.5*	.	-19	-0.32	5.9	12%	7
COc1ccc(NC(=O)NCc2cccn2C)c(OC)c1	0.87	1389	1	1.2	2%	i	2	-1.5	3.1	i	1664	0.9	-0.3	-24	2.6	5.8	6%	0
CN(C)c1ccnc2sc(C(=O)c3ccccc3)c(N)c12	-0.28	927	0.36	1.6	0%	i	-3	-0.38	3.6	i	.	.	0.1	22	0.42	4.4	15%	39
CCn1c(CSCc2ccc(C)cc2)nnc1SCC(=O)N1CCN(c2ccccc2)CC1	-0.096	1216	0.21	1.5	18%	i	1	0.24	2.2	i	.	.	-2.1	14	0.27	11	18%	21
O=C(Cn1cnc2ccccc21)NC(c1ccccc1)c1ccccc1	-0.24	1419	-1.1	1.3	3%	i	8	0.22	1.9	i	1665	1.3	-1.3	12	-0.72	9.6	7%	0
COc1cccc(C(=O)NNC(=O)C(=O)N2CCCCC2)c1	-0.28	1475	0.2	1.0	9%	i	-9	0.028	1.8	i	1481	-0.67	0.2	3	-0.073	9.6	11%	-5
N#Cc1nc(COc2ccc(Br)cc2)oc1NCCN1CCOCC1	-0.36	901	-0.16	2.1	9%	i	-5	0.02	2.8	i	1040	0.51	-1.4	-16	-0.38	10	12%	4
CCCCOC(=O)Cn1c(=N)n(CCN(CC)CC)c2ccccc21	-0.075	1240	-0.28	1.8	-11%	i	4	0.93	1.9	i	947	-0.53	-3.0	5	-0.77	7.9	-7%	14
COc1cc(NC(=O)COC(=O)/C=C/c2c(C)nn(C3CCS(=O)(=O)C3)c2Cl)cc(OC)c1OC (stereo unspecified)	-0.094	1205	0.52	1.6	7%	i	-11	0.62	3.4	i	964	0.52	-1.4	20	-0.22	4.2	0%	4
Cc1cc(C(=O)Nc2sc(C)c(-c3ccc(F)cc3)c2C(N)=O)no1	-0.26	826	-0.55	3.5	-4%	i	15	0.7	3.4	i	1397	1.1	-6.7	-5	-0.7	11	-5%	-8
N#CC1=C(N)OC2=C(CCC/C2=C/c2ccoc2)C1c1ccoc1 (stereo unspecified)	-0.18	1006	0.47	0.3	20%	i	-3	-0.25	3.2	i	1799	0.73	0.4	-13	0.39	76	23%	-21
CCc1c(C(=O)Nc2ccncc2)csc1C	-0.26	905	-0.27	2.4	13%	i	8	0.96	3.2	i	838	-4.6	0.7	28	-0.0066	9.6	17%	23
CC(C)(C)Cc1nnc(NS(=O)(=O)c2ccc(F)cc2)s1	-0.078	1035	1.4	1.3	0%	i	11	-1.7	1.2	i	1348	-0.22	-3.4	12	3.4	9.7	-4%	14
COc1ccccc1C(=O)N(CN1CCCC1=O)c1cccc(Cl)c1	-0.021	.	0.82	1.5	7%	i	2	1.3	7.2	i	1336	-0.31	.	-5	0.56	5.5	6%	-8
Cc1c(C(=O)OC(C)C)[nH]c2c1C(=O)CC(C)(C)C2	0.27	1026	1.1	1.5	1%	i	-1	-1.5	1.9	i	1929	-0.11	0.3	9	0.39	6.5	-1%	3
COc1ccc(OCC(=O)N/N=C2\CCCc3ccccc32)cc1	-0.22	1135	0.14	1.8	5%	i	1	-0.0011	6.7	i	1458	-0.67	0.6	-8	0.5	8.7	5%	-10
COc1ccc(N2CC(C(=O)NCCC3=CCCCC3)CC2=O)cc1 (stereo unspecified)	-0.32	920	0.0028	2.9	1%	i	-4	0.0026	4.1	i	1487	-1.1	-5.4	-12	0.37	4.0	-12%	1
Cc1cccc2cc(C#N)c(SCC(=O)N3CCC(C)CC3)nc12	-0.19	974	-0.26	2.7	16%	i	-6	0.89	2.6	i	.	.	-1.6	-15	-0.78	3.1	8%	7
C=CCN(c1ccc(C(=O)Nc2ccc(NC(C)=O)cc2)cc1)S(C)(=O)=O	-0.14	1149	0.6	1.5	-5%	i	1	-0.94	1.9	i	1271	-0.09	-1.6	-7	0.57	4.0	-12%	-7
CC(C)CSc1nc2c(c(=O)[nH]c(=O)n2C)n1CC(O)COc1cccc2ccccc12 (stereo unspecified)	-0.15	993	0.51	3.6	26%	i	-14	-0.59	4.4	i	1392	-2	-7.8	-5	0.4	7.1	-11%	-2
O=C(c1cnc2ccccn2c1=O)N1CCc2ccccc21	-0.23	901	0.36	1.7	-3%	i	2	0.21	4.5	i	1225	0.51	0.9	1	0.52	4.4	2%	1
Cn1c(=O)n(C)c2cc(/C=N/NC(=O)c3ccncc3)ccc21	-0.35	1108	-0.32	2.3	-12%	i	-4	0.42	2.3	i	1190	0.25	-0.3	5	-0.65	6.0	-15%	-9
COC(=O)CCCn1c(C)cc(C(=O)CCl)c1C	0.92	1075	-0.51	2.1	-20%	i	4	-2.6	2.1	i	952	1.1	-1.2	9	-0.98	4.1	-28%	16
COc1ccc(CN2CCCCCC2)c(C)c1C	-0.088	1176	0.43	3.0	2%	i	0	-0.54	2.7	i	.	.	0.5	12	0.82	6.4	10%	-8
CCC(=O)Nc1nc2ccccc2n1Cc1ccccc1C	-0.13	840	0.15	2.5	-9%	i	12	0.28	2.4	i	1298	0.66	-4.4	38	0.46	2.5	-4%	33

Source: PubChem
